# Source: PubChem BioAssay (several laboratories)
# Avidin bead fluor: compound fluoresces at 488/530 nm on avidin beads | compound fluorescence 488/530 nm, flow cytometry; hits give high values | fluorescence (KMESF) at 10 µM | hit rate 0.38% among 220,000; in the data active means fluorescence above about 47; further: inactives centre near 10
# GSH bead fluor: GSH bead compound fluorescence profile | GSH beads flow cytometry, compound fluorescence 488/530 nm; hits give high values | fluorescence (KMESF) at 10 µM | hit rate 0.25% among 190,000 | AID 1776; in the data active means fluorescence above about 89;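 further: glutathione beads carrying GST-tagged Bcl family fusion proteins plus one bare bead set; values are compound well signal with DMSO vehicle wells as background; inactives centre near 16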
# Rab7 wt GTP bind: modulators of GTP binding to dog Rab7 wildtype GTPase | hit rate 0.055% among 190,000 | GTP binding activity (percent of control), % at 10 µM | AID 758 | GST-Rab7 beads, fluorescent GTP binding, flow cytometry; actives lie on both sides; untreated = 100%, excess cold GTP = 0%;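 active means fluorescent GTP binding to Rab7 beads changed by at least 20 points from the 100% baseline, either direction, mostly lower; inconclusive means compound itself probably fluorescent, or too few beads counted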;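 further: median green fluorescence of bound Bodipy-FL-GTP per Rab7 bead population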
# Pf gametocyte: P. falciparum stage V gametocyte viability inhibition | AID 743093 | P. falciparum stage V gametocytes, ATP luminescence, 24 h | hit rate 0.065% among 150,000 | inhibition, % at 10.9 µM;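 active means inhibition above the mean plus 3 SD of compounds within the control limits, set per campaign, cut at about 38% in these data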;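 further: 0% = DMSO wells and 100% = medium only without gametocytes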
# ABCG2 inh: blocks JC-1 efflux by human ABCG2 transporter | AID 1325 | hit rate 0.1% among 190,000 | Q9UNQ0 | inhibition, % at 6.6 µM | IgMXP3 cells, flow cytometry;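 active means inhibition above 80%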;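 further: 0% = DMSO and 100% = nicardipine control wells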
#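 Test system: IgMXP3 (ABCG2) plus far-red-tagged CCRF-Adr (ABCB1) cells / Amount: 3 million cells/mL in well / Reagent: JC-1 transporter substrate / Timing: 10 min compound exposure, 25 °C / Signal: flow cytometry, 530 nm JC-1 signal / Read-out: percent efflux inhibition, scaled nicardipine 100% to DMSO 0% / Benchmarks: nicardipine as high control, DMSO as low control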
# HRas wt GTP bind: human HRas wildtype GTP binding, change in either direction; GST-Ras wt beads, Bodipy-FL-GTP binding, flow cytometry; actives lie on both sides; P01112; hit rate 0.14% among 190,000; GTP binding activity, % at 10 µM;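 active means GTP binding activity at least 20% away from the 100% baseline, either lowered as inhibitor or raised as activator; inconclusive means flagged as likely green fluorescent, judged across all proteins in the well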;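 further: 0% = unlabeled GTP competition control and 100% = no-compound control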
# Rac1 mut GTP: human Rac1 activated mutant GTP binding change; GST-Rac1 activated beads, fluorescent GTP binding, flow cytometry; actives lie on both sides; 100% means binding = to untreated wells; AID 764; percent activity (GTP binding), % at 10 µM; P63000; hit rate 0.11% among 190,000;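 active means GTP binding at least 20 percentage points away from the 100% baseline, in either direction, so actives lie on both sides; inconclusive means Compound likely fluorescent itself, or too few beads counted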
# Rac1 wt modul: human Rac1 wildtype GTP binding, inhibitors and activators. P63000. GST-Rac1 beads, fluorescent GTP binding, flow cytometry; actives lie on both sides; 0 = cold GTP competed, 100 = untreated. GTP binding activity (% of control), % at 10 µM. hit rate 0.27% among 190,000. AID 757;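 active means GTP binding activity at least 20 points away from the 100% control level, either lower or higher; inconclusive means compound flagged as likely green fluorescent, judged across all proteins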
# Rab2A wt mod: changes GTP binding to wildtype dog Rab2A, up or down; P61105; GST-Rab2 wt beads, Bodipy-GTP binding, flow cytometry; GTP binding activity, % at 10 µM; hit rate 0.19% among 190,000; AID 760;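 active means GTP binding activity at least 20 points away from 100%, either lowered or raised; inconclusive means signal likely due to the compound's own green fluorescence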;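 further: 0% = beads with excess unlabeled GTP and 100% = no-compound control corrected for plate trend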
# Cdc42 wt GTP: modulators (inhibitors or activators) of GTP binding to human Cdc42 wildtype | GST-Cdc42 beads, Bodipy-GTP binding, flow cytometry; actives lie on both sides | percent activity (GTP binding), % at 10 µM | hit rate 0.2% among 190,000;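 active means percent activity GTP binding at least 20 points away from the 100% baseline, either down as inhibitor or up as activator; inconclusive means compound flagged as likely green fluorescent from well-wide comparison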;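 further: median bead fluorescence of bound Bodipy-FL-GTP at 100 nM; 0% = excess unlabeled GTP control and 100% = no compound control; below 100% means less GTP binding so inhibitor and above means activator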
# ABCB1 inh: inhibitors of human ABCB1 transporter, ABCG2 counter-screen; CCRF-Adr cells, JC-1 efflux, flow cytometry; inhibition, % at 6.6 µM; hit rate 0.067% among 190,000; in the data active means inhibition above about 40%;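 further: 0% = vehicle and 100% = reference inhibitor; higher value means more JC-1 retained so stronger ABCB1 efflux block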
# Target sequence (P08183 whole entry, looked up): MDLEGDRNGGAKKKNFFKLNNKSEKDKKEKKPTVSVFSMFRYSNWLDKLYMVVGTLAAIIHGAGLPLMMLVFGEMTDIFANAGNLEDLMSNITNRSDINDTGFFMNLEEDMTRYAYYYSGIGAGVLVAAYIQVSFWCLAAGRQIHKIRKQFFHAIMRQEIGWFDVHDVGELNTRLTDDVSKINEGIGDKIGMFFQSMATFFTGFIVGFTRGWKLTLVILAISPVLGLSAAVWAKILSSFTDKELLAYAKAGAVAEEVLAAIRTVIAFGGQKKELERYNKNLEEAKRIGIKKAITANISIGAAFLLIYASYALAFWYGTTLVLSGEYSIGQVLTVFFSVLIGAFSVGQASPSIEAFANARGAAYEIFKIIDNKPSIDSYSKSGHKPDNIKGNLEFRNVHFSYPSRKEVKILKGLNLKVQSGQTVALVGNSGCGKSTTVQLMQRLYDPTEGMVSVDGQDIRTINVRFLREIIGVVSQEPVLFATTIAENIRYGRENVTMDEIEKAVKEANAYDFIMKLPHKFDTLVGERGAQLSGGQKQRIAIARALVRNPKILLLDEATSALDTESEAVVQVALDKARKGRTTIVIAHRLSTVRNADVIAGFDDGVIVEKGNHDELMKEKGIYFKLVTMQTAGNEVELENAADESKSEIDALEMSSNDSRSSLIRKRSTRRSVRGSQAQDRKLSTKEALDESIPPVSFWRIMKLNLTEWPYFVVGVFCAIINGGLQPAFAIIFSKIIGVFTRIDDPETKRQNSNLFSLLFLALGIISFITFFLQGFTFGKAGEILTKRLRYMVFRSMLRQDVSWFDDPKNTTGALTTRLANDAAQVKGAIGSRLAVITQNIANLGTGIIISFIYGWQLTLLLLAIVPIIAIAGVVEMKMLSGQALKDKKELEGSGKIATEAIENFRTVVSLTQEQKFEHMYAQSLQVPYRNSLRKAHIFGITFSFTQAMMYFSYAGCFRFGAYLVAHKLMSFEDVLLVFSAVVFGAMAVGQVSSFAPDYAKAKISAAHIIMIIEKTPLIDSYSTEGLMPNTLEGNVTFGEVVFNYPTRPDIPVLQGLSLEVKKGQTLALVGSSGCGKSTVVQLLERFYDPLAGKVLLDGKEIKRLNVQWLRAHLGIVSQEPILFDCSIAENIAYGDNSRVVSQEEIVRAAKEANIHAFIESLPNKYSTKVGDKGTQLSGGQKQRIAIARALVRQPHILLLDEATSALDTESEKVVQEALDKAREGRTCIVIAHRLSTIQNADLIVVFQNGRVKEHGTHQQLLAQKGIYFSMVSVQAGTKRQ
# An asterisk follows results filed as active; ? = inconclusive; · = not tested or not shown. An unsorted share of the library. Share with any hit: about 1.1%.
SMILES,Avidin bead fluor,GSH bead fluor,Rab7 wt GTP bind,Pf gametocyte,ABCG2 inh,HRas wt GTP bind,Rac1 mut GTP,Rac1 wt modul,Rab2A wt mod,Cdc42 wt GTP,ABCB1 inh
C/C(=N\OC(=O)c1ccccc1F)c1nccs1,15,20,?,4,0,?,?,?,?,?,-0.2
COc1ccc(NC(=O)Cn2cc(C(=O)c3ccco3)c3ccccc32)cc1,38,11,97,-15,0,96,92,95,93,96,0.1
COc1ccc(S(=O)(=O)N(C)c2ccc(C(=O)NCCC(C)C)cc2)cc1,7,11,99,·,7,100,97,102,100,100,0.8
O=c1cc(CSc2nnc(-c3ccco3)o2)c2ccccc2[nH]1,9,51,103,-31,2,101,96,99,100,100,0.3
COC(=O)c1ccc(NC(=O)NC2CCCCC2)cc1,14,21,97,-5,5,101,103,100,102,102,0.0
O=C(NC(Cc1c[nH]c2ccccc12)C(=O)O)c1ccco1 (stereo not given),4,14,98,·,-2,96,99,101,98,97,-0.6
CCOC(=O)c1cc(-c2ccc(F)cc2)n(CC(=O)NCc2ccccn2)c1C,10,13,95,7,3,100,93,103,95,100,0.6
CCCn1c(SCC(=O)Nc2cccc(Cl)c2Cl)n[nH]c1=O,20,15,99,8,5,100,99,96,99,97,0.6
CCOc1cc(S(=O)(=O)N2CCCCC2)ccc1F,1,58,93,·,0,96,94,97,95,95,-0.1
CN1CCN(C(=S)Nc2ccc([N+](=O)[O-])cc2)CC1,15,17,107,·,11,105,102,108,108,107,-0.2
COc1cccc(-n2ccnc2SCC(=O)Nc2nccs2)c1,7,4,94,21,1,96,95,98,96,96,0.2
CCOC(=O)c1sc(NC(=O)CCN2C(=O)c3ccccc3C2=O)c(C(=O)OCC)c1C,1,10,102,-8,9,102,100,106,99,98,7.3
COc1ccccc1N(CC(O)Cn1c(C)nc2ccccc21)S(=O)(=O)c1ccccc1 (stereo not given),3,7,104,-15,1,98,99,102,98,95,0.0
Cc1cc(NC(=O)C(C)C)ncc1NC(=O)CCc1ccccc1,23,17,99,-7,-2,101,100,100,98,99,-0.4
O=C(Cn1cc[n+](CC(=O)c2ccccc2)c1)c1ccccc1,8,24,95,·,-2,97,97,93,97,95,-0.6
CCCCOC(=O)n1c(=S)oc2cc(Cl)ccc21,34,11,96,·,2,95,94,93,94,94,0.1
CC1CCCN(S(=O)(=O)c2ccc(C(=O)Nc3nnc(-c4ccccc4Cl)o3)cc2)C1 (stereo not given),10,24,94,10,3,96,95,98,94,96,0.1
O=C(NN1C(=O)C2C3C=CC(C4CC34)C2C1=O)c1ccc(Cl)c(Cl)c1 (stereo not given),5,11,97,15,28,96,95,100,95,99,0.6
COc1ccc(NC(=O)C(C)N2c3cccc4cccc(c34)S2(=O)=O)cc1OC (stereo not given),21,12,102,·,-2,98,98,98,99,97,-0.2
CC1=C(C#N)C(c2ccc(O)cc2)C2=C(CCCC2=O)N1 (stereo not given),11,24,96,-26,0,96,98,97,99,97,-0.2
C/C(=N/N=C1/NC(=O)CC(C(=O)O)S1)c1ccccc1 (stereo not given),10,13,101,·,8,100,99,104,100,103,0.0
CC(C)OC(=O)c1c2nc3ccccc3nc2n2c1[nH]c(=O)c1ccccc12,28,12,96,·,0,96,95,99,95,99,0.8
Cc1cc(NC(=O)CCC(=O)N(c2ccc(F)cc2)C2(C(=O)NC3CCCCC3)CCCC2)no1,19,22,104,·,-3,101,97,100,100,100,-2.5
O=C(C1=C[C@H](C2CCCCC2)C[C@H](OCc2ccc(CO)cc2)O1)N1CCN(Cc2ccc3c(c2)OCO3)CC1,5,18,102,·,6,97,94,97,96,95,2.8
COc1ccccc1NC(=O)c1cnc(Nc2ccccc2OC)c2ccccc12,11,20,100,-13,10,101,100,105,101,102,3.7

# One compound at a time (already shown). Order of values: Avidin bead fluor	GSH bead fluor	Rab7 wt GTP bind	Pf gametocyte	ABCG2 inh	HRas wt GTP bind	Rac1 mut GTP	Rac1 wt modul	Rab2A wt mod	Cdc42 wt GTP	ABCB1 inh
# CCOC(=O)c1sc(NC(=O)CCN2C(=O)c3ccccc3C2=O)c(C(=O)OCC)c1C in the list: 1	10	102	-8	9	102	100	106	99	98	7.3
# C/C(=N\OC(=O)c1ccccc1F)c1nccs1 in the list: 15	20	?	4	0	?	?	?	?	?	-0.2

# Following part:
SMILES,Avidin bead fluor,GSH bead fluor,Rab7 wt GTP bind,Pf gametocyte,ABCG2 inh,HRas wt GTP bind,Rac1 mut GTP,Rac1 wt modul,Rab2A wt mod,Cdc42 wt GTP,ABCB1 inh
O=C(O)CCC(=O)NNC(=O)CCC1CCCCC1,1,12,98,-31,6,96,102,103,97,101,0.4
CC(=O)c1ccc(N=C2SCCCN2C(=O)C2CCCC2)cc1,26,12,94,17,3,95,97,102,96,95,1.2
NC(=O)COc1c(-c2ccccc2)oc2ccccc2c1=O,5,20,100,·,0,101,100,100,103,99,0.0
COc1cc2nc(COc3ccc(C#N)cc3)n(CC#N)c(=O)c2cc1OC,7,20,95,·,0,102,100,103,102,104,0.0
CC1(C)CC(=O)C(C2=NC(C)(C)Cc3ccccc32)=C(O)C1,8,5,97,·,1,100,99,102,99,102,0.4
CN(C)c1cccc(C(=O)NC2CCCCCC2)c1,16,36,99,·,12,101,100,103,99,98,-0.1
C=CCn1c(C)c(C(C)=O)c(SC)nc1=S,35,44,104,-12,1,102,102,104,101,104,0.3
COc1ccc(OCC(=O)O/N=C(\N)c2ccc(OC)c(OC)c2)cc1,15,21,99,·,14,97,95,97,95,103,0.8
CC1(C)CC(NCc2ccc3c(c2)OCO3)CCO1 (stereo not given),11,35,102,·,1,101,97,100,101,103,0.1
COC(=O)c1cccc(-c2ccc(/C=N/N3C(=O)C4C5C=CC(C6CC56)C4C3=O)o2)c1 (stereo not given),11,12,97,-23,0,97,93,97,95,93,-0.1
O=C(NCc1ccccc1)c1cc(=O)c2ccccc2o1,9,14,?,-1,6,?,?,?,?,?,0.2
CCCCC(=O)NC(c1cccs1)c1cc(Cl)c2cccnc2c1O (stereo not given),11,19,107,-3,0,101,96,104,100,98,0.0
COc1ccc(-n2c(CNC(=O)COc3ccc(Cl)cc3Cl)n[nH]c2=S)cc1,11,10,105,-10,0,99,94,98,99,97,-0.2
Cc1cccc(NC(=O)CCSc2nncn2C)c1,20,16,100,10,0,100,100,105,98,101,-0.2
COC(=O)C1=C(N)Oc2cc(C)n(CCN3CCOCC3)c(=O)c2C1c1cccnc1 (stereo not given),8,4,94,·,1,97,96,98,96,100,0.1
O=C(N/N=C/C=C/c1ccccc1[N+](=O)[O-])c1cc(-c2cccnc2)nc2ccccc12,11,10,100,1,-1,99,98,99,99,100,1.2
CCOC(=O)C1CCCN(C(=O)CCCn2nc(C)n3c(cc4sccc43)c2=O)C1 (stereo not given),7,27,99,·,2,99,96,100,99,97,0.9
CC(C)c1ccccc1NC(=O)COC(=O)/C=C/c1cccc([N+](=O)[O-])c1,12,12,98,8,22,99,99,102,97,102,1.4
COC(=O)Cc1ccc(NC(=S)NN2CCOCC2)cc1,14,13,98,20,3,102,100,103,102,104,0.1
O=C1CSC(c2ccc(Cl)cc2)N1C1CCCCC1 (stereo not given),10,12,99,-14,0,100,96,97,97,96,0.3
CCC1SC(CC)C(=O)N(CC(=O)Nc2ccc3c(c2)OCO3)C1=O (stereo not given),15,16,104,-13,-2,99,100,104,99,101,-0.2
CC(OC(=O)c1c2c(nc3ccccc13)/C(=C\c1ccc3c(c1)OCO3)CCC2)C(=O)Nc1ccc(S(N)(=O)=O)cc1 (stereo not given),2,7,105,·,-7,103,100,102,102,103,-0.9
CCCC(=O)Nc1ccccc1NC(=O)c1ccc(OCC)c(OCC)c1,8,17,112,·,11,100,98,101,99,98,1.1
O=c1[nH]c(/C(Cl)=C/c2cccc(C(F)(F)F)c2)nc2cc(Cl)ccc12,1,6,104,-22,-6,108,102,106,103,105,-0.7
CCCSc1nc(=S)n(Cc2ccccc2)c(C)c1C(C)=O,11,15,94,·,16,98,97,100,96,94,1.2
O=[N+]([O-])c1ccccc1S(=O)(=O)Oc1ccc(/C=N/n2cnnc2)cc1,15,7,103,-8,25,99,98,101,99,98,1.1
CCOC(=O)CSc1nnc(Cn2c(=O)sc3ccccc32)n1-c1ccccc1C,25,15,103,·,0,100,99,104,96,99,0.2
CC(NC(=O)CCC(=O)NC(C)C1COc2ccccc2O1)C1COc2ccccc2O1 (stereo not given),20,10,102,·,11,102,96,101,99,101,2.0

# 10 of the compounds above, with two lines to a compound:
# Results follow in this order: Avidin bead fluor | GSH bead fluor | Rab7 wt GTP bind | Pf gametocyte | ABCG2 inh | HRas wt GTP bind | Rac1 mut GTP | Rac1 wt modul | Rab2A wt mod | Cdc42 wt GTP | ABCB1 inh
> C/C(=N\OC(=O)c1ccccc1F)c1nccs1
 : 15 | 20 | ? | 4 | 0 | ? | ? | ? | ? | ? | -0.2
> COc1ccc(NC(=O)Cn2cc(C(=O)c3ccco3)c3ccccc32)cc1
 : 38 | 11 | 97 | -15 | 0 | 96 | 92 | 95 | 93 | 96 | 0.1
> COc1ccc(S(=O)(=O)N(C)c2ccc(C(=O)NCCC(C)C)cc2)cc1
 : 7 | 11 | 99 | · | 7 | 100 | 97 | 102 | 100 | 100 | 0.8
> O=c1cc(CSc2nnc(-c3ccco3)o2)c2ccccc2[nH]1
 : 9 | 51 | 103 | -31 | 2 | 101 | 96 | 99 | 100 | 100 | 0.3
> COC(=O)c1ccc(NC(=O)NC2CCCCC2)cc1
 : 14 | 21 | 97 | -5 | 5 | 101 | 103 | 100 | 102 | 102 | 0.0
> O=C(NC(Cc1c[nH]c2ccccc12)C(=O)O)c1ccco1 (stereo not given)
 : 4 | 14 | 98 | · | -2 | 96 | 99 | 101 | 98 | 97 | -0.6
> CCOC(=O)c1cc(-c2ccc(F)cc2)n(CC(=O)NCc2ccccn2)c1C
 : 10 | 13 | 95 | 7 | 3 | 100 | 93 | 103 | 95 | 100 | 0.6
> CCCn1c(SCC(=O)Nc2cccc(Cl)c2Cl)n[nH]c1=O
 : 20 | 15 | 99 | 8 | 5 | 100 | 99 | 96 | 99 | 97 | 0.6
> CCOc1cc(S(=O)(=O)N2CCCCC2)ccc1F
 : 1 | 58 | 93 | · | 0 | 96 | 94 | 97 | 95 | 95 | -0.1
> CN1CCN(C(=S)Nc2ccc([N+](=O)[O-])cc2)CC1
 : 15 | 17 | 107 | · | 11 | 105 | 102 | 108 | 108 | 107 | -0.2
